Screening data (PubChem BioAssay)
BioA inh: blocks M. tuberculosis BioA enzyme activity; purified M. tuberculosis BioA enzyme, plate reader; inhibition, % at 9.99 µM; actives 0.096% (n = 360,000); in the data active = inhibition above about 40%
* hit, by the source's call.

compound	BioA inh
COc1ccc(NC(=O)Nc2ccc3c(c2)CC(=O)N([C@@H](C)CO)C[C@@H](C)[C@H](CN(C)Cc2ccccc2)O3)cc1	-2.6
CN(C)Cc1cn(CC[C@H]2CC[C@@H](NS(=O)(=O)c3ccc(-c4ccccc4)cc3)[C@@H](CO)O2)nn1	3.4
CO[C@@H]1CN(C)C(=O)c2ccc(NC(=O)c3ccccn3)cc2OC[C@@H](C)N(C(=O)C2CCCC2)C[C@H]1C	-3.4
O=C(N[C@H]1CC[C@@H](CC(=O)N2CCN(c3ccccc3)CC2)O[C@@H]1CO)c1ccncc1	3.9
C[C@H]1CN([C@@H](C)CO)C(=O)c2cc(/C=C/c3ccccc3)cnc2O[C@@H]1CN(C)C(=O)C1CCOCC1	0.6
C[C@@H]1CN([C@H](C)CO)S(=O)(=O)c2ccc(-c3cncnc3)cc2O[C@H]1CN(C)C(=O)c1cccc(F)c1	0.0
C[C@@H]1CN([C@H](C)CO)S(=O)(=O)c2ccc(C3=CCCCC3)cc2O[C@@H]1CN(C)C(=O)c1ccncc1	0.1
Cc1ccc(S(=O)(=O)Nc2ccc3c(c2)CC(=O)N([C@@H](C)CO)C[C@@H](C)[C@H](CN(C)C(=O)Nc2ccc4c(c2)OCO4)O3)cc1	-0.3
C[C@@H]1CN([C@H](C)CO)C(=O)c2cccc(NC(=O)Nc3ccccc3)c2O[C@H]1CN(C)S(=O)(=O)c1ccc(Cl)cc1	-0.9
C[C@H]1CCCCO[C@H](CN(C)C(=O)CCC(F)(F)F)[C@@H](C)CN([C@@H](C)CO)C(=O)c2cc(N(C)C)ccc2O1	0.1
O=C(C[C@@H]1CC[C@H](NC(=O)c2ccccc2)[C@H](CO)O1)NCc1ccc(Oc2ccccc2)cc1	0.8
C[C@@H]1CCCCO[C@H](CN(C)C(=O)NC2CCCCC2)[C@@H](C)CN([C@@H](C)CO)C(=O)c2cc(NC(=O)CCC(F)(F)F)ccc2O1	0.9
C[C@H]1CCCCO[C@H](CN(C)S(=O)(=O)c2ccc(Cl)cc2)[C@@H](C)CN([C@@H](C)CO)C(=O)c2cc(NS(=O)(=O)c3cn(C)cn3)ccc2O1	-0.1
C[C@H](NC(=O)C[C@H]1C=C[C@H](NC(=O)C2CC2)[C@H](CO)O1)c1ccccc1	2.7
C[C@H](CO)N1C[C@H](C)[C@H](CN(C)S(C)(=O)=O)Oc2c(NC(=O)c3nc4ccccc4s3)cccc2C1=O	-0.1
COc1ccc(NC(=O)N(C)C[C@@H]2Oc3ccc(NC(=O)Cn4cnnn4)cc3CC(=O)N([C@H](C)CO)C[C@@H]2C)cc1	-1.0
C[C@@H]1CCCCO[C@@H](CN(C)C(=O)NC2CCCCC2)[C@H](C)CN([C@H](C)CO)C(=O)c2cc(NS(=O)(=O)c3ccccc3)ccc2O1	1.0
Cc1ccc(S(=O)(=O)Nc2ccc3c(c2)C(=O)N([C@@H](C)CO)C[C@@H](C)[C@@H](CN(C)C(=O)Nc2ccccc2)OCCCC[C@H](C)O3)cc1	-2.9
COc1ccccc1S(=O)(=O)N(C)C[C@H]1OCc2ccccc2-c2ccccc2C(=O)N([C@H](C)CO)C[C@H]1C	-2.1
CO[C@H]1CN(C)C(=O)c2cc(NC(=O)C3CCC3)ccc2OC[C@H](C)N(Cc2ccccn2)C[C@H]1C	2.4
COc1ccc(NC(=O)N[C@@H]2CC[C@H](CCNS(=O)(=O)c3cccc(Cl)c3)O[C@@H]2CO)cc1	1.2
CN(C[C@H]1N[C@@H](CO)[C@@H]1c1ccc(C2=CCCC2)cc1)C(=O)c1ccncc1	-3.3
CCC(=O)Nc1ccc2c(c1)C(=O)N(C)[C@@H]1CC[C@H](CC(=O)NCCCN(C)C)O[C@@H]1CO2	1.3
C[C@@H]1CN([C@@H](C)CO)C(=O)Cc2cc(NC(=O)Nc3cccc4ccccc34)ccc2O[C@@H]1CN(C)S(=O)(=O)c1cn(C)cn1	0.1
CO[C@@H]1CN(C)C(=O)c2ccc(NS(=O)(=O)c3ccccc3Cl)cc2OC[C@@H](C)NC[C@@H]1C	-2.1

Following part:
compound	BioA inh
C[C@H](NC(=O)C[C@@H]1CC[C@@H](NC(=O)C2CC2)[C@@H](CO)O1)c1ccccc1	0.9
C[C@@H]1CN([C@H](C)CO)C(=O)Cc2cc(NC(=O)CCN3CCOCC3)ccc2O[C@@H]1CN(C)C(=O)Nc1cccc2ccccc12	1.7
CN(C)C(=O)C[C@H]1CC[C@@H]2[C@H](COC[C@H](O)CN2CC2CCCC2)O1	-2.9
O=C(CN1CCOCC1)N1CCCCN2[C@H](C1)[C@H](c1ccc(Br)cc1)[C@@H]2CO	2.8
O=C([C@@H]1[C@@H](CO)[C@@H]2Cn3c(ccc(-c4ccncc4)c3=O)[C@H]1N2Cc1cccnc1)N1CCOCC1	-2.2
CN(C)CCCCCCNC(=O)[C@@H]1C[C@@H]2C(=O)NCC(=O)N2[C@@H]1c1cccc(OCCO)c1	-0.5
COc1ccccc1S(=O)(=O)Nc1ccc2c(c1)OC[C@@H](C)NC[C@H](C)[C@@H](OC)CN(C)C2=O	-3.1
CN(C)CC(=O)Nc1ccc2c(c1)[C@@H]1C[C@H](CC(=O)NCc3cccnc3)O[C@H](CO)[C@@H]1O2	-1.1
O=C(C[C@H]1CC[C@@H]2[C@H](COC[C@H](O)CN2CCC(F)(F)F)O1)NCc1ccc(Oc2ccccc2)cc1	2.5
C[C@@H]1CN([C@H](C)CO)C(=O)c2cccc(NC(=O)Nc3cccc4ccccc34)c2O[C@H]1CN(C)S(C)(=O)=O	0.8
C[C@@H]1CN([C@H](C)CO)S(=O)(=O)c2ccc(-c3cccc(C(=O)N(C)C)c3)cc2O[C@@H]1CN(C)C(=O)Nc1ccc(F)cc1	-1.9
O=C(NCC1CCCCC1)[C@H]1[C@H](CO)[C@H]2Cn3c(cccc3=O)[C@H]2N1C(=O)CC1CC1	0.0
C[C@@H]1CN([C@@H](C)CO)C(=O)c2cc(NC(=O)c3ccccc3)ccc2O[C@@H](C)CCCCO[C@H]1CN(C)C(=O)c1ccccc1	0.9
Cc1noc(C)c1NC(=O)N(C)C[C@@H]1Oc2ccc(NC(=O)Cc3ccccc3)cc2CC(=O)N([C@@H](C)CO)C[C@H]1C	-1.0
C[C@H](CO)N1C[C@H](C)[C@@H](CN(C)Cc2ccc(-c3ccccc3)cc2)Oc2ccc(NC(=O)CCCCCC(=O)Nc3ccccc3N)cc2CC1=O	1.2
O=C(C[C@H]1CC[C@@H]2[C@H](COC[C@@H](O)CN2Cc2ccc(C(F)(F)F)cc2)O1)NCCc1ccccc1	3.0
C[C@H]1CCCCO[C@H](CN(C)C(=O)Nc2cccc3ccccc23)[C@@H](C)CN([C@@H](C)CO)C(=O)c2cc(NS(C)(=O)=O)ccc2O1	-4.4
CC(=O)N(C)C[C@@H]1Oc2cc(C#CC3CCCC3)ccc2S(=O)(=O)N([C@@H](C)CO)C[C@@H]1C	-1.8
CN(C)CC(=O)Nc1ccc2c(c1)[C@@H]1C[C@@H](CC(=O)N3CCc4ccccc4C3)O[C@H](CO)[C@@H]1O2	-2.1
CNC[C@@H]1Oc2ncc(/C=C/c3ccccc3)cc2C(=O)N([C@H](C)CO)C[C@@H]1C	-3.3
C[C@H]1CN([C@@H](C)CO)C(=O)CCCn2nncc2CO[C@H]1CN(C)Cc1ccccc1C(=O)O	-3.6
C[C@@H]1CN([C@@H](C)CO)C(=O)Cc2cc(NC(=O)Nc3cccc4ccccc34)ccc2O[C@@H]1CN(C)Cc1ccncc1	0.6
C[C@@H]1CN([C@H](C)CO)C(=O)c2cc(-c3ccc(F)cc3)cnc2O[C@H]1CN(C)C(=O)Cc1ccccc1	2.9
CN1C(=O)c2cc(NC(=O)c3ccc(Cl)cc3)ccc2OC[C@H]2O[C@H](CC(=O)NCc3cccc(F)c3)CC[C@@H]21	3.2
C[C@H]1CN([C@@H](C)CO)C(=O)c2ccccc2-c2ccccc2CO[C@H]1CN(C)C(=O)Nc1ccnc(N2CCOCC2)c1	1.1

(continued)
compound	BioA inh
OC[C@H]1[C@@H](c2ccc(C#Cc3ccccc3)cc2)[C@H]2CN(CC3CCOCC3)CCCCN21	-0.1
C[C@@H]1CCCCO[C@@H](CN(C)C(=O)NC2CCCCC2)[C@@H](C)CN([C@H](C)CO)C(=O)c2cc(NC(=O)CCC(F)(F)F)ccc2O1	0.1
C[C@@H]1CN([C@H](C)CO)C(=O)Cc2cc(NC(=O)CCCCCC(=O)Nc3ccccc3N)ccc2O[C@H]1CN(C)Cc1ccc(Oc2ccccc2)cc1	-3.4
C[C@@H]1CN([C@H](C)CO)S(=O)(=O)c2ccc(-c3ccc(F)cc3)cc2O[C@H]1CN(C)C(=O)C1CCCCC1	-2.0
C[C@@H]1CCCCO[C@@H](CN(C)C(=O)C2CCCCC2)[C@@H](C)CN([C@H](C)CO)C(=O)c2cc(NC(=O)c3ccncc3)ccc2O1	-1.7
CC(=O)N(C)C[C@H]1Oc2cc(C#CC3(O)CCCC3)ccc2S(=O)(=O)N([C@H](C)CO)C[C@@H]1C	-0.1
COc1cccc(-c2cnc3c(c2)C(=O)N([C@H](C)CO)C[C@H](C)[C@H](CN(C)Cc2ccc(C(=O)O)cc2)O3)c1	-2.6
COc1ccc(S(=O)(=O)N[C@H]2CC[C@@H](CCNC(=O)Cc3ccccn3)O[C@@H]2CO)cc1	-0.7
COc1ccc(S(=O)(=O)N(C)C[C@H]2OCCCC[C@H](C)Oc3ccc(NS(C)(=O)=O)cc3C(=O)N([C@@H](C)CO)C[C@H]2C)cc1	0.3
COc1ccccc1NC(=O)N[C@@H]1CC[C@H](CCn2cc(-c3ccccc3OC)nn2)O[C@@H]1CO	-1.5
C[C@H](CO)N1C[C@H](C)[C@@H](CN(C)S(=O)(=O)c2cn(C)cn2)OCCCC[C@H](C)Oc2ccc(NC(=O)CCCN(C)C)cc2C1=O	-0.8
O=S(=O)(c1ccccc1F)N1CCCCN2[C@H](CO)[C@H](c3ccc(-c4ccncc4)cc3)[C@@H]2C1	-2.1
CC(C)NC(=O)N(C)C[C@@H]1Oc2ccc(NC(=O)Nc3ccc(F)cc3)cc2CC(=O)N([C@@H](C)CO)C[C@H]1C	-0.3
COc1ccccc1-c1ccc2c(c1)[C@H]1[C@H](CCN1C(=O)C1CC1)[C@@H](CO)N2	8.7
Cc1ccc(S(=O)(=O)N(C)C[C@@H]2Oc3ccc(NC(=O)C4CCCCC4)cc3C(=O)N([C@@H](C)CO)C[C@H]2C)cc1	-2.6
C[C@@H]1CN([C@@H](C)CO)C(=O)c2cc(NS(=O)(=O)c3cn(C)cn3)ccc2O[C@H]1CN(C)C(=O)Nc1ccccc1	1.7
C[C@H](CO)N1C[C@H](C)[C@@H](CN(C)Cc2ccc3c(c2)OCO3)Oc2ccc(NC(=O)CCN3CCOCC3)cc2CC1=O	0.7
CC=Cc1ccc2n(c1=O)C[C@@H]1[C@@H](CO)[C@H](C(=O)NCC)[C@H]2N1C(=O)c1ccccc1 (mixture of isomers)	0.8
COc1ccc(NC(=O)N(C)C[C@@H]2OCCCC[C@H](C)Oc3ccc(NS(=O)(=O)c4ccccc4)cc3C(=O)N([C@H](C)CO)C[C@@H]2C)cc1	-2.0
C[C@@H]1CN([C@H](C)CO)C(=O)c2cc(-c3ccccc3)cnc2O[C@H]1CN(C)Cc1ccccc1	4.8
CCCN1C[C@H](C)[C@@H](OC)CN(C)C(=O)c2ccc(NC(=O)c3cccc(F)c3)cc2OC[C@@H]1C	-2.6
C[C@H](CO)N1C[C@H](C)[C@H](CN(C)CC2CC2)Oc2cc(/C=C/c3ccccc3)ccc2S1(=O)=O	-1.0
Cc1ccc(S(=O)(=O)Nc2ccc3c(c2)C(=O)N([C@@H](C)CO)C[C@@H](C)[C@@H](CN(C)C(=O)NC(C)C)OCCCC[C@@H](C)O3)cc1	3.6
C[C@H](CO)N1C[C@H](C)[C@H](CN(C)Cc2ccc(C(F)(F)F)cc2)Oc2ccc(NC(=O)CCN3CCOCC3)cc2C1=O	-5.3
CCS(=O)(=O)Nc1ccc2c(c1)C(=O)N(C)[C@H]1CC[C@@H](CC(=O)N3CCCCC3)O[C@H]1CO2	-0.1
C[C@H](CO)N1C[C@H](C)[C@H](CN(C)Cc2ccc(C(=O)O)cc2)Oc2ccc(NC(=O)Cc3cn(C)c4ccccc34)cc2C1=O	3.3
COc1ccccc1-c1ccc2c(c1)[C@H]1[C@H](CCN1S(=O)(=O)c1ccccc1)[C@@H](CO)N2	-0.1
O=C(C[C@H]1C[C@@H]2c3cc(NC(=O)CC4CC4)ccc3O[C@@H]2[C@H](CO)O1)NCc1ccc2c(c1)OCO2	-1.0

For reference, part of the list above.
compound	BioA inh
OC[C@H]1[C@@H](c2ccc(C#Cc3ccccc3)cc2)[C@H]2CN(CC3CCOCC3)CCCCN21	-0.1
C[C@@H]1CCCCO[C@@H](CN(C)C(=O)NC2CCCCC2)[C@@H](C)CN([C@H](C)CO)C(=O)c2cc(NC(=O)CCC(F)(F)F)ccc2O1	0.1
C[C@@H]1CN([C@H](C)CO)C(=O)Cc2cc(NC(=O)CCCCCC(=O)Nc3ccccc3N)ccc2O[C@H]1CN(C)Cc1ccc(Oc2ccccc2)cc1	-3.4
C[C@@H]1CN([C@H](C)CO)S(=O)(=O)c2ccc(-c3ccc(F)cc3)cc2O[C@H]1CN(C)C(=O)C1CCCCC1	-2.0
C[C@@H]1CCCCO[C@@H](CN(C)C(=O)C2CCCCC2)[C@@H](C)CN([C@H](C)CO)C(=O)c2cc(NC(=O)c3ccncc3)ccc2O1	-1.7
CC(=O)N(C)C[C@H]1Oc2cc(C#CC3(O)CCCC3)ccc2S(=O)(=O)N([C@H](C)CO)C[C@@H]1C	-0.1
COc1cccc(-c2cnc3c(c2)C(=O)N([C@H](C)CO)C[C@H](C)[C@H](CN(C)Cc2ccc(C(=O)O)cc2)O3)c1	-2.6
COc1ccc(S(=O)(=O)N[C@H]2CC[C@@H](CCNC(=O)Cc3ccccn3)O[C@@H]2CO)cc1	-0.7
COc1ccc(S(=O)(=O)N(C)C[C@H]2OCCCC[C@H](C)Oc3ccc(NS(C)(=O)=O)cc3C(=O)N([C@@H](C)CO)C[C@H]2C)cc1	0.3

Some of the compounds tested. The share of hits here may be higher or lower than overall.
